# S1P4 agonist: agonists of human S1P4 receptor. O95977. S1P4-expressing cell line, agonist reporter assay. activation, % at 4.98 µM. 220,000 tested, 0.35% active; in the data active = activation above about 11%;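 note: 0% = DMSO vehicle and 100% = reference agonist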
# Target sequence (O95977 whole entry, looked up): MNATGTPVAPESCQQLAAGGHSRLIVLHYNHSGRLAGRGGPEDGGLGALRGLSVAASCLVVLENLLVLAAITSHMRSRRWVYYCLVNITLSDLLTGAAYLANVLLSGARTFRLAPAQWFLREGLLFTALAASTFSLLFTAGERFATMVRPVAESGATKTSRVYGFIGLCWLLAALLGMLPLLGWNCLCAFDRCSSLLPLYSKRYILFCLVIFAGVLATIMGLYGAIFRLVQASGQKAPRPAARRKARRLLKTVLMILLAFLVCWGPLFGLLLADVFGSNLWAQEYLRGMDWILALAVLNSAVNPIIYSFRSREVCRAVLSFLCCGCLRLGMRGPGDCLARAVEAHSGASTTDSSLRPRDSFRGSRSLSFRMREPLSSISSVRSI
# NPY1 pot ag: potentiates or activates human NPY-Y1 receptor; 220,000 tested, 0.37% active; NPY-Y1 expressing cells, potentiator/agonist activation; activation, % at 3.6 µM; P25929; in the data active = activation above about 33%, passing the limit was not always enough;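 note: cells stimulated with NPY at EC10 then isoproterenol at EC100; 0% = low agonist plus stimulus and 100% = saturating agonist plus stimulus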
# Target sequence (P25929 whole entry, looked up): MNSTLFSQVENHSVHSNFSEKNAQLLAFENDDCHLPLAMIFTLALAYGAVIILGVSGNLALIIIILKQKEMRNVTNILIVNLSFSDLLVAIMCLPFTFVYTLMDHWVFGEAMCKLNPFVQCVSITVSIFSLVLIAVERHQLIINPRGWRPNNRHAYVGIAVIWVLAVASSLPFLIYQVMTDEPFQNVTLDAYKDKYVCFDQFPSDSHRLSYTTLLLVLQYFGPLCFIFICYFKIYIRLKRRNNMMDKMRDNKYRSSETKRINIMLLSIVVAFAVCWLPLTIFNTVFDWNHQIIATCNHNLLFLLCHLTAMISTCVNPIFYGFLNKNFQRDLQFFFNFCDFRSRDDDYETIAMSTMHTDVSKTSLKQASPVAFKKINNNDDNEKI
# zfTRPN1 agonist: zebrafish TRPN1 (NompC) channel agonism. 220,000 tested, 0.18% active. AID 1424. HEK293 zebrafish TRPN1-YFP, Fluo-8 calcium fluorescence; 100% = response to 87 µM carbachol. activation, % at 3 µM;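 active = activation above its plate's cutoff, the mean activation of test wells on that plate plus 3 SD, cut at about 19% in these data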;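 note: 0% = DMSO alone and 100% = 87 µM carbachol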
#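 Material – zebrafish TRPN1-YFP in HEK293 cells · Doses – 3 µM single point · Schedule – dye 1 h 37 °C plus 30 min RT · Signal – Fluo-8 calcium fluorescence, excitation 470-495 nm, emission 515-575 nm · Read-out – % activation versus carbachol response · Control set – carbachol high, DMSO low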
# NPY-Y2 PAM-ag: human NPY-Y2 potentiation or agonism, primary screen | P49146 | activation, % at 3.6 µM | cells expressing NPY-Y2, potentiator/agonist read-out | 220,000 tested, 0.45% active | AID 1359; in the data active = activation above about 27%;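 note: cells stimulated with NPY near EC25 plus isoproterenol at EC100; 0% = vehicle plus submaximal agonist and 100% = vehicle plus saturating agonist; some results beyond the cut were filed as inactive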
# EP2 modulator: modulators of human EP2 prostaglandin E2 receptor | 260,000 tested, 0.83% active | induction, % at 25 µM | P43116 | AID 940 | EP2-expressing cells, cAMP HTRF FRET, PGE2 co-stimulation;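 active = compounds whose cAMP rise, as percent of the full-agonist control response, exceeds 60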;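 note: rat C6 glioma line stably carrying human EP2 under a CMV promoter; the protocol text gives 20 µM as final concentration; 100% = response of wells given 1 µM PGE2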
# TRPML3 agonist: activates the human TRPML3 channel | Q8TDD5 | HEK293 TRPML3-YFP, Fluo-8 calcium fluorescence; 100% = the carbachol control signal | activation, % at 3 µM | 220,000 tested, 0.29% active | AID 1448;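 active = activation above its plate's cutoff, the mean activation of the plate's test wells plus 3 SD, cut at about 12% in these data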;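 note: 0% = DMSO only wells and 100% = carbachol wells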
#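 Test system: HEK293 cells stably carrying human TRPML3-YFP; Doses: single dose, 3 µM final nominal compound, 0.3% DMSO final; Schedule: dye loading 1 h 37 °C then 30 min ambient, 125 s read; Technique: Fluo-8 calcium fluorescence; Benchmarks: high control carbachol 87 µM, low control DMSO.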
# CHOP inhibitor: blocks CHOP induction under ER stress; inhibition, % at 10 µM; 220,000 tested, 3.8% active; CHO-K1 CHOP-promoter luciferase, tunicamycin-induced, 15-18 h;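 active = compounds that reduced the stress-induced luciferase reporter signal by more than about 70% of percent inhibition, limit read from the data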;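 note: 0% = tunicamycin plus vehicle and 100% = wells without tunicamycin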
# NPY Y1 blocker: NPY-Y1 (human) receptor antagonism; P25929; HEK293-CNG Y1 cells, membrane potential fluorescence; NPY at EC95, then isoproterenol; inhibition, % at 3.6 µM; 200,000 tested, 1% active;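 active = inhibition above the campaign mean inhibition of all tested compounds plus 3 SD, cut at about 20% in these data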;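 note: 0% = DMSO wells given NPY plus isoproterenol and 100% = isoproterenol alone without NPY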
#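 Material: HEK293 cells co-expressing NPY Y1 receptor and cyclic-nucleotide gated channel. Timing: compound incubation 1 h at room temperature, readout 45 min post-stimulation. Signal: fluorescence, membrane potential probe.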
# S1P4 antag: blocks the human S1P4 receptor | O95977 | S1P4-expressing cells, antagonist mode, reporter read-out | inhibition, % at 4.98 µM | 220,000 tested, 0.26% active; in the data active = inhibition above about 29%;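 note: 0% = wells stimulated with agonist and 100% = vehicle wells without agonist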
# Starred values were filed as active, the others as inactive; x = no result given; & = joins results of further samples. No enrichment for hits; 6.5% or so of the library scored in one or more.
SMILES,S1P4 agonist,NPY1 pot ag,zfTRPN1 agonist,NPY-Y2 PAM-ag,EP2 modulator,TRPML3 agonist,CHOP inhibitor,NPY Y1 blocker,S1P4 antag
CC(OC(=O)c1cccn1C)C(=O)Nc1ccc2c(c1)OCO2 (configuration not stated),-0.8,-5.4,-0.9,-12.2,-29.7,-0.4,-8.8,2.9,3.7
O=C(NNC(=S)Nc1ccc(OC(F)F)cc1)c1cc2c(s1)CCCC2,-3.1,-21.6,0.2,-9.3,-3.3,0.5,-4.0,-2.6,-1.5
O=C(CCN1CCN(C/C=C/c2ccccc2)CC1)Nc1ccc(Cl)cc1,-2.9,3.7,7.1,4.1,8.3,1.4,18.9,5.6,-6.7
CCC1(c2ccccc2)C(=O)NCNC1=O,0.8,-6.9,0.8,-5.6,-0.4&-11.6&0.8,1.1,8.1&-7.8,-4.0,-16.2
O=C(c1ccc(-c2ccccc2)cc1)N1CCN(c2ncccn2)CC1,1.2,-17.6,0.0,-16.6,-45.7,0.0,-5.5,3.3,-3.0
C=CCOc1c(Br)cc(CNc2ccc(NC(=O)C(C)C)cc2)cc1OCC,0.8,-0.5,1.8,-14.9,-1.8,0.5,25.9,8.6,-12.8
CCCCN1C(=O)/C(=C2/C=CC=CN2C)SC1=S,0.6,10.8,0.7,-1.4,-26.2,-0.3,-3.0,0.3,-16.6
CCCn1c(Nc2nc3ccccc3n2C)nc2ccccc21,0.9,-5.1,-2.5,-8.4,70.5*,-1.2,17.9,1.0,5.4
CCCCC(=O)OCC(=O)c1cc(C)n(-c2c(C)n(C)n(-c3ccccc3)c2=O)c1C,0.3,0.5,0.8,-0.5,23.0,1.3,29.5,-3.3,-15.4
c1ccc(NC(=NCc2ccco2)c2ccccc2)cc1,1.1,-3.2,0.5,-8.2,16.5,-0.1,7.6,6.9,-7.0
O=C(CNC(=O)c1ccccc1)OCc1cc(=O)n2cc(Br)ccc2n1,1.2,9.2,-1.0,-3.9,14.7,1.0,-13.0,-2.8,-11.9
O=C(CN(C(=O)C1CSC(=O)C1)c1ccccc1F)NCc1ccc2c(c1)OCO2 (configuration not stated),-1.2,-6.4,0.1,-5.5,11.2,0.2,3.3,-3.4,4.2
N#CCC1c2ccccc2CCN1C(=O)Nc1ccc(C(F)(F)F)cc1 (configuration not stated),-2.4,-8.2,1.4,-3.0,-11.9,0.1,13.6,-1.8,9.9
O=C(N/N=C/c1ccc(Cl)c([N+](=O)[O-])c1)c1ccc2nc[nH]c2c1,2.5,7.5,0.5,-4.4,-13.9,0.1,-12.9,3.3,-19.5
O=c1cc(CN2CCC3(CC2)OCCO3)c2c(ccc3ccccc32)o1,0.2,-10.3,0.3,-12.6,-16.9,0.6,-1.9,3.6,13.6
Cc1cccc(NC(=O)c2ccc(OCC3CCCO3)cc2)c1C (configuration not stated),0.7,-17.6,0.4,7.2,9.7,1.5,-4.9,1.2,-25.2
CCOc1ccc(C(CC(=O)O)NC(=O)C(Sc2ccccc2)c2ccccc2)cc1 (configuration not stated),0.5,2.9,1.4,-5.3,31.3,0.9,1.6,-1.4,7.5
Fc1ccc(NC(=S)Nc2ccccc2N2CCOCC2)cc1Cl,3.2,-6.6,0.8,-30.6,-35.4,0.2,14.8,2.5,-7.2
C=CCN1CC2(c3ccccc3)CN(CC=C)CC(c3ccccc3)(C1)C2=O,1.8,9.3,-0.4,-26.9,10.9,0.0,2.4,7.1,-3.1
CC(C)CCn1nnnc1C(C(C)C)N1CCC(C(N)=O)CC1 (configuration not stated),0.0,-5.2,0.5,16.1,19.3,0.5,-4.3,0.2,6.2
CC(C)CC(=O)Nc1ccc2oc(-c3cccnc3)nc2c1,-1.5,-2.7,3.3,2.7,15.5,0.9,-15.8,-4.7,4.3
O=C(NNS(=O)(=O)c1ccccc1F)c1cccc(S(=O)(=O)N2CCOCC2)c1,1.4,-8.4,0.7,1.2,20.4,1.1,1.8,5.2,-10.2
O=C(CNC(c1ccccc1)c1ccccc1)Nc1cc([N+](=O)[O-])ccc1Cl,2.5,27.2,-1.3,8.2,53.4,-0.2,-5.1,15.8,-12.3
Cc1ccc(S(=O)(=O)Nc2cc(C(=O)NCCN3CCCC3)ccc2N2CCCCC2)cc1,0.8,-33.8,0.4,-23.7,-4.7,0.5,44.1,8.0,-17.3
CCc1ccc(NC(=S)N(CCN(C)C)C(C)c2ccncc2)cc1 (configuration not stated),0.7,1.5,0.8,-1.4,11.0,0.0,16.3,2.1,3.9

# Profiles, looked up by structure. Values in the order: S1P4 agonist	NPY1 pot ag	zfTRPN1 agonist	NPY-Y2 PAM-ag	EP2 modulator	TRPML3 agonist	CHOP inhibitor	NPY Y1 blocker	S1P4 antag
# `C=CCOc1c(Br)cc(CNc2ccc(NC(=O)C(C)C)cc2)cc1OCC` is listed with 0.8	-0.5	1.8	-14.9	-1.8	0.5	25.9	8.6	-12.8
# `O=c1cc(CN2CCC3(CC2)OCCO3)c2c(ccc3ccccc32)o1` is listed with 0.2	-10.3	0.3	-12.6	-16.9	0.6	-1.9	3.6	13.6
# `CCCCC(=O)OCC(=O)c1cc(C)n(-c2c(C)n(C)n(-c3ccccc3)c2=O)c1C` is listed with 0.3	0.5	0.8	-0.5	23.0	1.3	29.5	-3.3	-15.4
# `O=C(N/N=C/c1ccc(Cl)c([N+](=O)[O-])c1)c1ccc2nc[nH]c2c1` is listed with 2.5	7.5	0.5	-4.4	-13.9	0.1	-12.9	3.3	-19.5
# `O=C(CNC(c1ccccc1)c1ccccc1)Nc1cc([N+](=O)[O-])ccc1Cl` is listed with 2.5	27.2	-1.3	8.2	53.4	-0.2	-5.1	15.8	-12.3

# The list continues:
SMILES,S1P4 agonist,NPY1 pot ag,zfTRPN1 agonist,NPY-Y2 PAM-ag,EP2 modulator,TRPML3 agonist,CHOP inhibitor,NPY Y1 blocker,S1P4 antag
COc1ccccc1NC(=O)CN1CCN(C2c3ccccc3-c3ccccc32)CC1,1.3,-15.4,-0.1,-5.9,41.3,0.7,17.8,9.8,-8.1
O=c1cccc(-c2ccccc2)[nH]1,1.3,1.4,1.1,4.7,3.0,0.6,14.3,-1.9,-15.2
CN1CCN(NC(=O)CN(C)S(=O)(=O)c2cc(Cl)ccc2Cl)CC1,-0.2,3.5,0.1,-6.1,-9.5,1.5,-0.3,0.8,-20.3
COc1ccc(C2=NN(C(=O)CSc3ncccn3)C(c3cccc(OC)c3OC)C2)cc1 (configuration not stated),0.7,10.5,0.5,-9.3,29.7,0.2,9.0,6.6,-14.6
CCCCN(CCCNc1ncnc2nc[nH]c12)c1ccccc1,-1.9,3.8,-2.1,-0.9,-41.3,-0.2,55.8,1.6,-11.5
COc1ccc2sc(C)[n+](C)c2c1,-1.1,7.0,1.4,8.3,15.1,1.1,-0.3,-4.4,-2.5
Cc1ccc(C(=O)NC(C(=O)Nc2cccc(S(N)(=O)=O)c2)C(C)C)cc1 (configuration not stated),1.6,-1.4,1.1,2.8,-1.1,0.8,-0.5,x,-8.6
O=C(Nc1ccc(OC(F)(F)F)cc1)C1=NCCN1,0.4,-8.7,1.2,-1.4,25.6,1.7,-22.6,4.3,2.5
COc1ccc(NCc2nnc(SCC(=O)Nc3cccc(C)c3)o2)cc1,0.5,12.0,-0.1,8.0,2.3,0.3,47.3,-6.2,-6.2
NC(=O)c1ccc(NC(=O)COC(=O)CCCc2c[nH]c3ccccc23)cc1,-1.2,-12.0,0.8,-20.7,-43.1,-0.1,14.2,6.3,5.6
Cn1cc(Br)c(C(=O)Nc2c(F)c(F)c(F)c(F)c2F)n1,-0.1,2.1,-0.6,5.3,5.7,0.4,-10.7,-1.1,-9.6
O=C(NCCc1ccccc1)c1ccc(OCCOc2ccccc2)cc1,-0.4,5.8,0.5,8.3,5.5,-0.3,36.4,4.4,-2.1
c1ccc2c(Nc3nncs3)c3ccccc3nc2c1,0.5,2.1,1.1,-9.8,6.5,0.6,31.7,x,-11.7
COc1cccc(NC(=O)c2nnn(CCc3ccccc3)c2N)c1,1.8,-3.7,0.1,-6.7,-8.4,0.1,12.0,0.6,0.2
CN(CCC#N)c1ncnc2scc(-c3ccccc3)c12,1.0,15.1,0.2,11.9,12.5,0.2,3.6,-6.2,10.6
CC(=O)Nc1cccc([N+](=O)[O-])c1,-0.9,1.8,-1.0,0.8,-3.2,0.8,13.9,4.9,-14.7
CC(=O)N(Cc1ccccc1)c1nc(-c2ccccc2)cs1,0.4,-6.2,-1.1,-21.0,64.3*,1.0,25.8,8.9,-1.7
Cc1ccc(O)c(C(=O)c2cc(C#N)c(=O)n(-c3nccs3)c2)c1,0.8,11.2,45.0*,2.6,-20.8,18.6*,22.0,-4.9,1.9
Cc1ccccc1-c1nc2ccccc2c(=O)n1C1CCS(=O)(=O)C1 (configuration not stated),0.1,17.6,-0.1,-2.1,31.1,-0.1,21.6,-1.8,-2.2
O=C1c2ccccc2C(=O)N1CCc1csc(-c2cccc(F)c2)n1,2.3,-28.5,-0.8,-18.1,-1.9,-0.1,81.8*,7.7,-15.4
C/C(N)=C(/C#N)C(=O)CSc1nnc(-c2ccccc2)n1C,1.0,-4.8,5.9,-4.4,-9.7,0.2,-2.6,x,-2.1
CN(C)S(=O)(=O)c1cccc(NC(=S)Nc2ccc(Cl)cc2Cl)c1,-2.3,18.2,0.6,-6.6,-38.3,0.6,-2.9,1.0,-12.7
Cc1c(Cl)c(-c2n[nH]c(=S)n2-c2ccc(F)cc2)nn1C,0.6,9.7,-0.5,1.2,32.0,0.6,5.3,-2.4,0.0
OCCC1CN(Cc2cccn2-c2nccs2)CCN1Cc1ccc(F)c(F)c1 (configuration not stated),0.8,-2.4,-0.4,-12.4,-27.9,-0.1,7.1,11.4,-1.3
O=C(COC(=O)Cn1cnc2ccccc21)NCCCc1ccccc1,0.1,7.5,0.6,0.4,15.2,1.0,-1.4,-1.4,10.9
COCc1ccccc1Cn1cnc2c1c(=O)n(C)c(=O)n2C,0.7,-11.6,2.2,9.2,27.3,0.9,32.4,2.4,-3.0
Cc1nonc1OCC(C)(COc1nonc1C)NC(=O)c1ccccc1,0.3,-8.1,-2.4,4.9,23.3,-1.4,13.3,3.8,0.0
CC1CCCN(CCCCOc2cccc(Br)c2)C1 (configuration not stated),0.4,-32.0,-0.9,0.7,13.3,1.0,16.7,1.2,-21.5
Cc1noc(C)c1COC(=O)CCCc1nc2ccccc2s1,-1.2,-3.6,1.2,-11.2,-14.6,0.6,25.0,6.7,-13.1

# 3 compounds from above, ordered by count of non-hydrogen atoms, lowest first:
SMILES,S1P4 agonist,NPY1 pot ag,zfTRPN1 agonist,NPY-Y2 PAM-ag,EP2 modulator,TRPML3 agonist,CHOP inhibitor,NPY Y1 blocker,S1P4 antag
C/C(N)=C(/C#N)C(=O)CSc1nnc(-c2ccccc2)n1C,1.0,-4.8,5.9,-4.4,-9.7,0.2,-2.6,x,-2.1
CN(C)S(=O)(=O)c1cccc(NC(=S)Nc2ccc(Cl)cc2Cl)c1,-2.3,18.2,0.6,-6.6,-38.3,0.6,-2.9,1.0,-12.7
O=C(NCCc1ccccc1)c1ccc(OCCOc2ccccc2)cc1,-0.4,5.8,0.5,8.3,5.5,-0.3,36.4,4.4,-2.1
